Bioassay records as filed in PubChem.
HSP90 refold inh – blocks HSP90-mediated luciferase refolding in reticulocyte lysate. AID 1789. 290,000 tested, 0.91% active. Rabbit reticulocyte lysate, luciferase refolding luminescence, 3 h. inhibition, % at 5.6 µM;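 active = inhibition above the screen-wide mean plus 3 SD, computed separately per campaign, cut at about 16% in these data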;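 note: 0% = DMSO wells and 100% = 60 µM geldanamycin wells; inhibitors lower the luminescence because luciferase stays unfolded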
aSyn UTR inh – 5' untranslated region of α-synuclein, MLPCN primary screen | alpha-synuclein 5'UTR reporter, inhibitor activity | inhibition, % (tested at 7.5 µM) | 300,000 tested, 0.82% active | AID 1813; in the data active = inhibition above about 60%; inconclusive = no clear call, values can overlap the other calls;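 note: H4 neuroglioblastoma cells stably carrying SNCA 5'UTR luciferase fusion; 0% = DMSO wells and 100% = positive control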
GSK3beta inhib – human GSK3beta kinase inhibition. P49841. GST-GSK3beta kinase, ADP-Glo luminescence, 60 min; stronger effect = lower value. activity score (negative = inhibition), % at 10 µM. 300,000 tested, 0.038% active;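 active = more than half of replicate wells score below -50%, meaning over 50% inhibition versus plate controls; inconclusive = some replicates but at most half score below -50%; inactive = no replicate scores below -50%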;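 note: 0% = median DMSO wells and -100% = median GW8510 positive control wells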
Target sequence (P49841 whole entry, looked up): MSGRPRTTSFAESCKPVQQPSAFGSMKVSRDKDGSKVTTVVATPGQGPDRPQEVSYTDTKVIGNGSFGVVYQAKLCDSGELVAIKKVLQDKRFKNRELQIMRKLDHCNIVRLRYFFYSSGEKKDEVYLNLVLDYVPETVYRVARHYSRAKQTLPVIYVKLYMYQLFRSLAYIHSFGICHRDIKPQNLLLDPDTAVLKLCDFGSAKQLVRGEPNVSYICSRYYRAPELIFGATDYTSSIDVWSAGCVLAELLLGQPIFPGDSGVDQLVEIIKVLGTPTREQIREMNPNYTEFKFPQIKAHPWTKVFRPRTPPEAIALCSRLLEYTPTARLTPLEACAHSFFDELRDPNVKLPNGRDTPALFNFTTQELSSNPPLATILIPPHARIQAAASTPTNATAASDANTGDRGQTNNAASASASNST
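Test system: GST-fused GSK3beta enzyme, cell-free | Quantity: 1.6 ng GST-GSK3beta enzyme per well | Reagent: 25 µM ATP with peptide substrate | Schedule: 60 min enzyme reaction, room temperature | Signal: Luminescent ADP-Glo measurement of ADP formed | Read-out basis: Score relative to plate controls | Control set: DMSO and 20 µM GW8510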
AI-2 QS modul – modulators of Vibrio harveyi AI-2 quorum sensing system; Vibrio harveyi JMH597 AI-2 luminescence/OD600 ratio, 9 h; stronger effect = lower value; strain lacks LuxN and CqsS sensors; 0 = neutral-control median; activity change, % at 7.5 µM; 300,000 tested, 0.4% active; AID 2094; in the data active = activity change below about -75%, passing the limit was not always enough; inconclusive = no clear call, values can overlap the other calls;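 note: luminescence divided by OD600 gain over 9 h not by final OD600 alone; inactives centre near 13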
HSF1 inhib – HSF1 inhibition | activity change, negative = inhibition, % at 7.5 µM (by protocol) | AID 2098 | NIH3T3-HGL HSE-luciferase, MG132-induced, luminescence 8 h; stronger effect = lower value | 300,000 tested, 0.77% active;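 active = more than half of replicate wells show activity change below -50%, luminescence cut by over half; inconclusive = some wells, but at most half, below -50%; inactive = no replicate well below -50%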;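 note: luciferase reports HSF-1 transcriptional activity via heat shock element; 0% = median of DMSO wells and -100% = zero luminescence signal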
HSF1 activator – increases HSF-1 driven luciferase reporter signal; NIH3T3-HGL HSF-1 luciferase reporter, MG132, 8 h; 100% = twice DMSO control signal; activation, % at 9 µM; 300,000 tested, 1.7% active; AID 504408;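 active = mean replicate activation of at least 50% with a set share of replicates each reaching 50%; inconclusive = only one of those two conditions met; inactive = mean below 50% and too few replicates reaching it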;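 note: 0% = median of the neutral control wells and 100% = twice that signal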
HIF act – HIF pathway transcriptional activation; U2OS HRE-luciferase reporter, luminescence; normalized: DMSO 0%, desferrioxamine 100%; activation, % at 7.5 µM (by protocol); 300,000 tested, 0.32% active;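 active = mean activation of at least 10% of the iron chelator positive control signal, with at least half of replicates also reaching 10%; inconclusive = mean and replicate majority disagree about reaching 10%; inactive = mean and most replicates under 10%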
IEC-6 tox – IEC-6 cytotoxicity, counter-screen for KLF5 inhibitors; luminescence viability; inhibition, % at 5 µM; 290,000 tested, 0.78% active; AID 1825; in the data active = inhibition above about 22%;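 note: 0% = plate median of test compound wells and 100% = cytotoxic reference compound wells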
KLF5 inhibitor – inhibitors of KLF5 expression; AID 1700; 290,000 tested, 0.23% active; inhibition, % at 5 µM; DLD-1 KLF5 promoter-luciferase reporter, luminescence;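 active = inhibition above a per-plate limit of that plate's mean compound inhibition plus 3 SD, cut at about 60% in these data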;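 note: 0% = DMSO wells and 100% = LY294002 at 200 µM; higher means less KLF5 promoter-driven luciferase light; inactives centre near -14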
GSK3 alpha inh – blocks human GSK-3 alpha kinase | P49840 | ADP-Glo luminescence, 60 min | AID 2650 | 320,000 tested, 0.1% active | inhibition, % at 10 µM;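 in the data active = inhibition above about 50%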;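 note: GST-tagged GSK-3 alpha with peptide substrate and 25 µM ATP; 0% = DMSO neutral wells and 100% = GW8510 positive control wells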
Target sequence (P49840 whole entry, looked up): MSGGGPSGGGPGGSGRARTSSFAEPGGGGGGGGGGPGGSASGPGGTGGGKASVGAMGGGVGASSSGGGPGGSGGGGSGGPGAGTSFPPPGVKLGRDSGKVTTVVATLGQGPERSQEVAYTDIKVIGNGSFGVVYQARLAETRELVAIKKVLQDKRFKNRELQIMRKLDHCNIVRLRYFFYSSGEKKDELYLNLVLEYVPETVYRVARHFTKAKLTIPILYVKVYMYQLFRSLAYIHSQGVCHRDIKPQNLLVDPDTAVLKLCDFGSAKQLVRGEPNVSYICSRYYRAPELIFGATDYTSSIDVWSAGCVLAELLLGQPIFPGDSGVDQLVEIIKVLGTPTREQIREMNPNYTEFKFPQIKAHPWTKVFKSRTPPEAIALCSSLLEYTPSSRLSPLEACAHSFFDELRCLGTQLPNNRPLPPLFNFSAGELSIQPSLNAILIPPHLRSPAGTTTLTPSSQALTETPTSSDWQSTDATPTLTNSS
* marks the source's active call; other numbers are inactive results; ? = inconclusive; . = no result given.

no.	SMILES	HSP90 refold inh	aSyn UTR inh	GSK3beta inhib	AI-2 QS modul	HSF1 inhib	HSF1 activator	HIF act	IEC-6 tox	KLF5 inhibitor	GSK3 alpha inh
1	Cc1ccc(C(=O)NNC(=O)CCCCC(=O)NNC(=O)c2ccc(C)cc2)cc1	-1	8	-2	2	-8	-27	-2.3	2	-27	1
2	CCNc1nc(Cl)nc(NNC(=O)C(C)Oc2ccccc2)n1 (centres undefined)	3	5	1	4	-12	0	236*	3	-12	-1
3	CCOc1cc(N2CCOCC2)c(OCC)cc1NC(=O)c1ccccc1C	-3	30	2	14	-2	-5	0.2	2	-16	-2
4	CCCC(C(=O)NC1CCCC1)N(Cc1ccc(OC)cc1)C(=O)c1snc(C(N)=O)c1N (centres undefined)	2	-4	8	-8	0	21	-0.5	-6	-12	2
5	COc1ccc(-c2[nH]nc3oc(=O)c(CCO)c(C)c23)cc1	-5	1	-5	19	15	25	-0.2	1	-31	0
6	Cc1ccc(S(=O)(=O)N(C)c2ccc(OCC(=O)N3CCCCC3)cc2)cc1	0	4	4	30	6	21	-0.2	-1	-10	1
7	COc1ccc(-n2c(SCC#N)nnc2-c2ccc(NS(=O)(=O)c3ccc(C)cc3)cc2)cc1	1	8	-6	-36	-2	-6	-1.1	-2	-1	0
8	Cc1nc2c(ccc3nc(NC(=O)Cc4ccccc4)sc32)s1	7	-61	-7	2	17	18	1.9	-6	-23	5
9	O=C(C(=O)N1CCOCC1)c1c[nH]c2ccccc12	-3	3	1	4	5	-2	-0.2	-6	-50	0
10	COC(=O)c1ccc(C(=O)OC)c(NS(C)(=O)=O)c1	-2	30	1	8	-2	1	-0.3	0	-18	-3
11	Cc1cccc2sc(N3CCN(C(=O)C4COc5ccccc5O4)CC3)nc12 (centres undefined)	.	3	4	-2	-3	-8	-0.2	.	.	-1
12	CCC(=O)N1CCc2cc(Br)cc(S(=O)(=O)NCCN3CCCCC3CC)c21 (centres undefined)	1	.	.	.	.	.	.	4	-9	0
13	O=C1Cc2cc(NS(=O)(=O)c3cc(F)ccc3F)cc3c2N1CCC3	.	0	1	9	4	17	-0.2	.	.	-1
14	CC(C)Sc1n[nH]c(=O)n1-c1ccccc1	10	6	2	27	-2	-7	-0.2	-7	1	2
15	N#Cc1c(SCC(=O)Nc2ccccc2C(F)(F)F)sc2c(O)cc(=O)[nH]c12	3	19	1	26	-9	1	-0.1	-4	-24	-2
16	COc1ccc(C(=O)NC(=S)Nc2ccc(Cc3ccncc3)cc2)cc1	0	-39	-2	8	-2	7	1.9	1	-54	1
17	COc1ccc(NC(=O)Nc2ccc(F)cc2F)c(C)c1	2	-1	-2	14	8	16	0.5	1	-57	-1
18	CC(=O)N1CCN(S(=O)(=O)c2cccc(C(=O)OCC(=O)N3CC(=O)Nc4ccccc43)c2)CC1	-1	2	1	14	-4	-3	0.2	1	2	-3
19	COc1ccccc1CNC(=O)C(C)NS(=O)(=O)c1ccc(Br)cc1 (centres undefined)	3	2	2	-29	-73*	-80	-0.1	-2	-16	-2
20	CC/C(O)=C1\C(=O)CC(C)(C)CC1=NCCc1nc2ccccc2[nH]1	2	18	-1	25	1	7	-0.1	-2	-13	-2
21	Cc1sc2ncn(Cc3ccccc3F)c(=O)c2c1C	4	1	2	1	0	9	-0.2	6	9	1
22	CC1=Nc2ccccc2N=C(NC(=O)/C=C/C(=O)O)C1c1ccccc1 (centres undefined)	-2	-20	1	6	12	18	2.6	4	-50	.
23	CCOC(=O)CSc1nnc(CNC(=O)c2cccs2)n1-c1ccccc1	3	5	-2	10	3	-6	0.0	-7	14	-1
24	N=c1c(C(=O)NCC2CCCO2)cc2c(=O)n3ccccc3nc2n1Cc1ccc(F)cc1 (centres undefined)	1	-5	1	7	2	19	.	6	-4	.

Taken from the entries so far (4 entries):
no.	SMILES	HSP90 refold inh	aSyn UTR inh	GSK3beta inhib	AI-2 QS modul	HSF1 inhib	HSF1 activator	HIF act	IEC-6 tox	KLF5 inhibitor	GSK3 alpha inh
20	CC/C(O)=C1\C(=O)CC(C)(C)CC1=NCCc1nc2ccccc2[nH]1	2	18	-1	25	1	7	-0.1	-2	-13	-2
21	Cc1sc2ncn(Cc3ccccc3F)c(=O)c2c1C	4	1	2	1	0	9	-0.2	6	9	1
22	CC1=Nc2ccccc2N=C(NC(=O)/C=C/C(=O)O)C1c1ccccc1 (centres undefined)	-2	-20	1	6	12	18	2.6	4	-50	.
23	CCOC(=O)CSc1nnc(CNC(=O)c2cccs2)n1-c1ccccc1	3	5	-2	10	3	-6	0.0	-7	14	-1

Carrying on.
no.	SMILES	HSP90 refold inh	aSyn UTR inh	GSK3beta inhib	AI-2 QS modul	HSF1 inhib	HSF1 activator	HIF act	IEC-6 tox	KLF5 inhibitor	GSK3 alpha inh
25	CCC(C(=O)NC(C)(C)C)N(C(=O)Cn1nnc(-c2ccccc2F)n1)c1cccc2c1CCCC2 (centres undefined)	-1	16	1	9	-6	-3	-0.1	-6	-28	1
26	COc1nc(NC23CC4CC(CC(C4)C2)C3)nc(OC)n1	0	13	3	12	5	-6	-0.2	10	-19	-1
27	COc1ccccc1NC(=O)CCC(=O)N1CC(C)Oc2ccc(C)cc21 (centres undefined)	-1	7	0	10	-1	4	-0.2	7	-10	-1
28	O=c1c2ccccc2nc2n1C(CSc1ccccc1)CS2 (centres undefined)	-1	-12	2	17	6	15	0.5	4	-16	4
29	CCOC(=O)Cc1nc(-c2ccccc2)n[nH]1	-1	-5	2	19	-2	-1	0.2	4	-22	0
30	Cc1ccc(-c2nnc3ccc(SCC(=O)NCc4ccco4)nn23)cc1	2	-31	1	39	3	12	-0.3	-2	-8	0
31	Cn1c(=O)n(C)c2cc(S(=O)(=O)Nc3cc(Cl)ccc3O)ccc21	12	-72	0	29	1	23	-0.6	8	3	-1
32	COCCN(C(=O)COc1ccccc1C#N)c1c(N)n(Cc2ccccc2)c(=O)[nH]c1=O	.	-8	.	.	1	-7	0.6	.	.	-1
33	CCNC(=S)N1CCC(NC(=O)c2ccco2)CC1	10	20	-2	13	-7	-19	1.1	-3	-36	-5
34	CCN1CCN(c2ccc(S(=O)(=O)N3CCCCC3)cc2NC(=O)/C=C/c2ccc(OC)c(OC)c2)CC1	.	-8	-7	4	-5	-4	0.0	.	.	0
35	O=C1C2C3C=CC(C3)C2C(=O)N1CCN1CCN(S(=O)(=O)/C=C/c2ccccc2)CC1 (centres undefined)	1	-11	2	0	-5	3	-0.7	12	-30	0
36	CC1(C)Oc2nc3ccccc3n2/C1=C\C#N	6	0	2	29	-3	29	0.2	4	-44	6
37	O=C(CCn1c(=O)c2cccn2c2cccnc21)NCc1cccc(Cl)c1	-2	27	2	2	5	41	-0.3	2	-9	-3
38	O=C(Nc1ccccc1-c1ccccc1)C1CCCC1	-1	-8	0	5	-1	-14	-0.5	0	-4	-2
39	CCN(CC)S(=O)(=O)c1ccc(Cl)c(C(=O)Nc2cc(C)nn2-c2ccccc2)c1	1	4	2	23	-4	19	-0.5	6	-3	3
40	CC1(C)CC(=O)C=C(Nc2ccc(S(N)(=O)=O)cc2)C1	-2	13	3	14	-5	-4	-0.4	-2	-31	-2
41	Cc1ccc(C(=O)Nc2ccc3[nH]c(=O)[nH]c3c2)c(C)c1	0	-25	2	5	3	-18	1.2	-2	-34	0
42	COc1ccc([C@H]2C=C3CN(C(=O)OC(C)(C)C)S(=O)(=O)[C@H]3C[C@H]2OC(=O)c2cccs2)cc1	.	18	1	31	7	11	-0.5	.	.	.
43	c1cncc(-c2nc(NCc3ccco3)c3ccccc3n2)c1	1	-21	-3	26	-4	13	0.0	-2	-42	11
44	COc1cc(OC)c(C(=O)NC23CC4CC(CC(C4)C2)C3)cc1OC	-1	0	-3	15	0	0	-5.6	-9	-22	4
45	CCOc1ccc(Nc2cc(C)nc(-n3nc(C)cc3C)n2)cc1	3	63*	-1	21	-22	-25	0.1	84*	81*	1
46	COc1cc(NC(=O)C2=CC(c3ccc(C)cc3)=NS(=O)(=O)N2C)cc(OC)c1OC	-1	-14	4	10	-6	-16	0.0	2	-27	0
47	CC(C)CNC(=O)CSc1nc2nn(-c3ccccc3)c(=O)c-2c2n1CCCCC2	2	6	2	0	-4	8	-0.6	1	-1	-1
48	NS(=O)(=O)c1cccc(NC(=O)c2cccc(Oc3ccccc3)c2)c1	-4	7	-3	-21	0	10	0.4	6	-11	-3

Reformatted: two of the compounds above.
Results follow in this order: HSP90 refold inh	aSyn UTR inh	GSK3beta inhib	AI-2 QS modul	HSF1 inhib	HSF1 activator	HIF act	IEC-6 tox	KLF5 inhibitor	GSK3 alpha inh
46. COc1cc(NC(=O)C2=CC(c3ccc(C)cc3)=NS(=O)(=O)N2C)cc(OC)c1OC
  -1	-14	4	10	-6	-16	0.0	2	-27	0
40. CC1(C)CC(=O)C=C(Nc2ccc(S(N)(=O)=O)cc2)C1
  -2	13	3	14	-5	-4	-0.4	-2	-31	-2

The list goes on.
no.	SMILES	HSP90 refold inh	aSyn UTR inh	GSK3beta inhib	AI-2 QS modul	HSF1 inhib	HSF1 activator	HIF act	IEC-6 tox	KLF5 inhibitor	GSK3 alpha inh
49	COc1cccc(NC(=O)Nc2cc(NC(=O)Nc3cccc(OC)c3)c(C)nc2C)c1	1	2	1	?	1	18	-0.4	0	-8	-1
50	COC(=O)/C(=C/c1ccco1)NC(=O)c1ccc(Br)o1	-2	-25	-2	16	1	5	-0.4	-2	-9	4
51	O=C(CCCN1C(=O)c2cccnc2C1=O)N1CC(=O)N(CCc2ccccc2)C(=O)C1	1	.	.	.	.	.	.	-5	-11	-1
52	Cc1c(C)c(C)c(S(=O)(=O)NCCc2ccccn2)c(C)c1C	0	-19	-4	16	-12	1	0.6	-6	-3	-1
53	CCOC(=O)c1ccc(NC(=S)NCCCN2CCCC2=O)cc1	-2	-17	0	8	-10	-13	-0.8	1	-19	-2
54	CC(Oc1ccccc1)C(=O)Nc1cc(Cl)ccc1-n1cncn1 (centres undefined)	.	28	7	6	1	0	-0.5	.	.	.
55	Cc1ccccc1Nc1nnc(SCC(=O)c2cc3ccccc3o2)s1	0	-20	1	18	-1	27	-0.1	4	-25	0
